D1 agonist – Allosteric Agonists of the Human D1 Dopamine Receptor: qHTS | AID 504660, 2011 | HEK293 T-REx D1 cells, calcium flux, agonist mode | activation, % at 2 µM | D(1A) dopamine receptor (Homo sapiens), P21728 | 1% of 360,000 active; in the data active = activation above about 30%; note: 0% is about no effect
Target sequence (P21728 whole entry, looked up): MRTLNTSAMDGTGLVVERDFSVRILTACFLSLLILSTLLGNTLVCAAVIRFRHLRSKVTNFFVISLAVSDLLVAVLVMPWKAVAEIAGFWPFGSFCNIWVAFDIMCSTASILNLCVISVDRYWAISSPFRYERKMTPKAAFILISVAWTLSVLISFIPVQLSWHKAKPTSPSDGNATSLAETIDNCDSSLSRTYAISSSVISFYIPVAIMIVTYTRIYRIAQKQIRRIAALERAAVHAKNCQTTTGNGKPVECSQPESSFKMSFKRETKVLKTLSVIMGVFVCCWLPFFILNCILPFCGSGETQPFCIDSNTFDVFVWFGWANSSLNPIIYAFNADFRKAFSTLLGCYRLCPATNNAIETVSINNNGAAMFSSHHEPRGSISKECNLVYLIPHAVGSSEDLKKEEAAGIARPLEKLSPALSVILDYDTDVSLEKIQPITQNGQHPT
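Agonism was scored from calcium flux recorded over 180 s (1 read/s) after pintool compound addition, following a 10-cycle baseline. Cells were inducible force-coupled HEK293 TREx D1, plated overnight at 30 C and loaded with no-wash calcium dye.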
D2 agonist – HTS Assay for Allosteric Agonists of the Human D2 Dopamine Receptor: Primary Screen for Agonists; D(2) dopamine receptor (Homo sapiens), P14416; HEK293 T-REx D2 cells, calcium flux agonist mode; activation, % at 2 µM; 0.53% of 340,000 active; AID 485358, 2010;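 active = activation over 3 SD above normal in the single-dose calcium agonist read, cut at about 30% in these data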; note: 0% is about no effect
Target sequence (P14416 whole entry, looked up): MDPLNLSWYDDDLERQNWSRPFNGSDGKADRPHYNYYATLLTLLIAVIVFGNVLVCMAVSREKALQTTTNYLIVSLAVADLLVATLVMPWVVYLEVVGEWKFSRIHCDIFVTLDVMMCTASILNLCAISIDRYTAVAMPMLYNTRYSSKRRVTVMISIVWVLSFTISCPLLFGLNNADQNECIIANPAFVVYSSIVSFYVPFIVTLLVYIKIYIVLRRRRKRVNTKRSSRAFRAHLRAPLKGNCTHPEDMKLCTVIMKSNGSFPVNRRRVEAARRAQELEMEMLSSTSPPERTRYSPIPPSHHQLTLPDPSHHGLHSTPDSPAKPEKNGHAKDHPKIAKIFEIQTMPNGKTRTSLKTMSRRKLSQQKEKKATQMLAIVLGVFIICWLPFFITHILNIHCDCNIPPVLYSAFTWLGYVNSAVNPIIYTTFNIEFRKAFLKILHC
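Agonism scored from kinetic calcium signal (1 read/sec, 180 s) following compound pin transfer, after a 10 s baseline. Cells: HEK293 Trex line expressing inducible D2 receptor coupled to calcium, dye-loaded after overnight culture at 30 C.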
D2 antag – HTS Assay for Allosteric Antagonists of the Human D2 Dopamine Receptor: Primary Screen for Antagonists; inhibition, % at 10 µM; D(2) dopamine receptor (Homo sapiens), P14416; HEK293 TREx D2 cells, calcium flux, dopamine EC80; 2% of 340,000 active; in the data active = inhibition above about 30%; note: 0% is about no effect
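Cells plated overnight at 30 C with tetracycline; no-wash calcium dye, 30–90 min RT; 10 s baseline; compound pinned; 180 s read; EC80 dopamine added; another 180 s read.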
D1 antag – Antagonist of Human D 1 Dopamine Receptor: qHTS; D(1A) dopamine receptor (Homo sapiens), P21728; HEK293 TREx D1 cells, calcium flux, dopamine EC80; stronger effect = lower value; activity change, negative = inhibition, % at 10 µM; 3.2% of 360,000 active; in the data active = activity change below about -30%; note: % is set by controls: 0 for no effect and ±100 for the full control effect
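Using tetracycline-induced force-coupled D1 Hek293 cells and a calcium dye, signals were followed for 180 s after compound, then for 180 s after EC80 dopamine, to detect inhibitors.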
D2 PAM – HTS Assay for Positive Allosteric Modulators of the Human D2 Dopamine Receptor: Primary Screen for Potentiators; potentiation, % at 10 µM; D(2) dopamine receptor (Homo sapiens), P14416; HEK293 T-REx D2, calcium flux, EC20 dopamine potentiation; 0.34% of 340,000 active; AID 485347, 2010;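 active = potentiation over 3 SD above the plate norm, cut at about 30% in these data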; note: 0% is about no effect
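Cells plated with tetracycline inducer and held overnight at 30 C; calcium dye loaded 30–90 min at room temperature; baseline taken, compound added and read 180 s; EC20 dopamine then added and read 180 s.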
RXFP1 ag – qHTS Assay for Agonists of the Relaxin Receptor RXFP1; Relaxin receptor 1 (Homo sapiens), Q9HBX9; HEK293T-RXFP1 cAMP TR-FRET, 30 min; response scale: percent of porcine relaxin response, buffer zero; Potency, µM (titrated, usually from 57.5 µM), inactives show top-dose activation, usual class: activators; 0.3% of 370,000 active; AID 2676, 2010; active = well fitted activation curve with a large enough effect; inconclusive = small, poorly fitted or top-dose-only effect; note: potency is the fitted concentration of half-maximal effect; % is set by controls: 0 for no effect and ±100 for the full control effect; nearly all actives have a fitted effect of over 60% in size; many of its hits are not listed in these tables
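HEK293T cells stably expressing RXFP1 were pretreated with the PDE4 inhibitor Ro 20174, exposed to compounds for 30 min at 37C, lysed, and cAMP was read by TR-FRET. Data normalized to buffer (basal) and 29 nM porcine relaxin (100%).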
D1 potentiator – Potentiators of Human D1 Dopamine Receptor: qHTS. D(1A) dopamine receptor (Homo sapiens), P21728. HEK293 TREx D1 cells, calcium flux, dopamine EC20 potentiation. potentiation, % at 10 µM. 0.036% of 360,000 active; in the data active = potentiation above about 30%; note: 0% is about no effect
RXFP1 antag – qHTS Assay for Antagonists of the Relaxin Receptor RXFP1; 0.59% of 350,000 active; activity change, negative = inhibition, % at 57.5 µM; Relaxin receptor 1 (Homo sapiens), Q9HBX9; HEK293-RXFP1, relaxin-stimulated cAMP HTRF, 30 min; stronger effect = lower value;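 active = activity change of -60% or lower, but not beyond a set lower limit; inconclusive = change between -60% and -40%, or beyond the set limit; inactive = change above -40%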; note: % is set by controls: 0 for no effect and ±100 for the full control effect
TRHR PAM – qHTS for Small Molecule Agonists and Allosteric Enhancers of Human TRH Receptor: Primary Screen for Enhancers. TRHR cells, fluo-8 calcium fluorescence, EC20 TRH enhancement. AID 493056, 2011. 0.66% of 360,000 active. enhancement, % at 2 µM. Thyrotropin-releasing hormone receptor (Homo sapiens), P34981; in the data active = enhancement above about 30%; note: 0% is about no effect
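TRHR-expressing cells loaded with fluo-8 calcium dye were read kinetically (ex 480/em 530) during compound addition, then stimulated with an EC20 of TRH (10 nM final). Enhancement of the Gq-mediated intracellular calcium response was scored.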
* = called active by the depositor.

For Cc1ccc(C)c(N2CCN(S(=O)(=O)c3ccc(C(=O)N(C)C)s3)CC2)c1 the results were D1 agonist 0, D2 agonist 0.9, D1 antag 5, RXFP1 ag 3.1%, D1 potentiator 1 and TRHR PAM -7.
CCOC(=O)C(CSCc1ccccc1)NC(=O)OC(C)(C)C (stereo not given) was read as D1 agonist 3, D2 agonist -0.1, D2 antag -7, D1 antag -8, D2 PAM -9, RXFP1 ag -0.9%, D1 potentiator -8, RXFP1 antag -7 and TRHR PAM -8.
Clc1cncc(Cl)c1N/N=C/c1ccccc1 was read as D1 agonist 1, D2 agonist -0.2, D2 antag -10, D1 antag 4, D2 PAM -3, RXFP1 ag 0.6%, D1 potentiator -3, RXFP1 antag -2 and TRHR PAM -5.
Screening CCC(=Nc1ccccc1O)C1=C(O)CC(c2ccccc2)CC1=O (stereo not given) returned D1 agonist 4, D2 agonist 0.6, D2 antag -5, D1 antag -8, D2 PAM 4, RXFP1 ag 4.6%, D1 potentiator 5, RXFP1 antag 6 and TRHR PAM -3.
`CCOC(=O)c1ccc(NCC(O)COc2ccccc2)cc1` (stereo not given) gave D1 agonist 0, D2 agonist 0.2, D2 antag -7, D1 antag -15, D2 PAM 10, RXFP1 ag -0.1%, D1 potentiator -10, RXFP1 antag 8 and TRHR PAM 9.
`CCOC(=O)c1cn(CC(=O)Nc2ccccc2C(=O)OCC)nn1` gave D1 agonist -2, D2 agonist 0.1, D2 antag -5, D1 antag 5, D2 PAM 7, RXFP1 ag 0.2%, D1 potentiator 2, RXFP1 antag 16 and TRHR PAM -4.
`O=C(NCCc1cccs1)c1cccs1` gave D1 agonist 1, D2 agonist -0.1, D2 antag -8, D1 antag -12, D2 PAM -3, RXFP1 ag 2.3%, D1 potentiator -5, RXFP1 antag -17 and TRHR PAM 2.
COc1ccc(C(=O)COC(=O)CN2C(=O)C3C4C=CC(C5CC45)C3C2=O)cc1 (stereo not given) was read as D1 agonist 9, D2 agonist 0.4, D2 antag -3, D1 antag -33*, D2 PAM 1, RXFP1 ag 0.0%, D1 potentiator 0, RXFP1 antag -7 and TRHR PAM 3.
COc1ccc(C(C)=O)cc1CN1C(=O)NC(CC(C)C)C1=O (stereo not given) was read as D1 agonist 1, D2 agonist 8.2, D2 antag -1, D1 antag -2, D2 PAM 3, RXFP1 ag 0.9%, D1 potentiator -2, RXFP1 antag 8 and TRHR PAM -3.
For COc1ccccc1N=Cc1c(O)c2ccccc2oc1=O the results were D1 agonist 5, D2 agonist -1.5, D2 antag -2, D1 antag -5, D2 PAM 0, RXFP1 ag 0.8%, D1 potentiator -8 and TRHR PAM -3.
Screening CN(Cc1ccccc1)C(=O)CSc1nc(-c2ccc(F)cc2)cc(C(F)(F)F)n1 returned D1 agonist 19, D2 agonist -0.5, D1 antag -5, D2 PAM -7, RXFP1 ag 2.0%, D1 potentiator -3 and TRHR PAM 7.
For CCCc1noc2c1C(c1cc(Br)ccc1F)C(C#N)=C(N)N2 (stereo not given) the results were D1 agonist 0, D1 antag 11, RXFP1 ag 3.6%, D1 potentiator 4, RXFP1 antag inconclusive and TRHR PAM 1.
`COc1ccc(CCN(C)CC(O)c2ccccc2)cc1OC` (stereo not given) gave D1 agonist -1, D2 agonist -0.4, D2 antag 23, D1 antag 4, D2 PAM -1, RXFP1 ag 0.6%, D1 potentiator 3, RXFP1 antag -19 and TRHR PAM 1.
`COc1cccc(C2Nc3cccc4cccc(c34)N2)c1` gave D1 agonist 0, D2 agonist 0.3, D2 antag -3, D1 antag -2, D2 PAM 5, RXFP1 ag -3.0%, D1 potentiator 1, RXFP1 antag -20 and TRHR PAM 4.
Cc1ccc(Cl)cc1NC(=O)CN1C(=O)CSc2ccc(S(=O)(=O)N3CCCC3)cc21 was read as D1 agonist 1, D2 agonist -0.5, D1 antag -18, RXFP1 ag 0.7%, D1 potentiator -3, RXFP1 antag 8 and TRHR PAM -8.
CCn1c(SCC(=O)NCC(=O)Nc2ccc(F)cc2)nnc1-c1ccncc1 was read as D1 agonist 4, D2 agonist 2.6, D2 antag -2, D1 antag -13, D2 PAM -4, RXFP1 ag -0.8%, D1 potentiator 1, RXFP1 antag -6 and TRHR PAM -3.
For Cn1c(=O)c2c(nc3n2CC(CO)O3)n(C)c1=O (stereo not given) the results were D1 agonist 3, D2 agonist -0.5, D2 antag 16, D1 antag 4, D2 PAM 10, RXFP1 ag 23%, D1 potentiator -9, RXFP1 antag 13 and TRHR PAM -1.
`CCc1nn2c(=O)cc(COC(=O)c3ccc(NC(=O)C4CCCCC4)cc3)nc2s1` gave D1 agonist -2, D2 agonist -1.8, D1 antag -9, D2 PAM 0, RXFP1 ag 5.0%, D1 potentiator -1, RXFP1 antag 4 and TRHR PAM 0.
Screening CCCn1cc(S(=O)(=O)c2ccc(C)c(C)c2)c(=O)c2cc(F)c(N3CCCCC3)cc21 returned D1 agonist 1, D2 agonist -1.2, D1 antag 1, D2 PAM 8, RXFP1 ag -0.6%, D1 potentiator -1, RXFP1 antag -17 and TRHR PAM 0.
O=C(COc1ccc(F)cc1)Nc1ccccc1C(=O)OCc1cc(=O)n2ccsc2n1 was read as D1 agonist -2, D2 agonist 2.0, D1 antag -11, RXFP1 ag 4.4%, D1 potentiator -1, RXFP1 antag -3 and TRHR PAM -1.
Cc1ccc(CNC(=O)C(CCC(N)=O)NC(=O)OCc2ccccc2)cc1 (stereo not given) was read as D1 agonist 4, D2 agonist -0.1, D2 antag 7, D1 antag 29, D2 PAM -2, RXFP1 ag 2.6%, D1 potentiator -1, RXFP1 antag -1 and TRHR PAM -2.
For CCOc1ccc(NC(=O)C(=O)NCCN2CCN(C(=O)c3ccc(C)cc3)CC2)cc1 the results were D1 agonist 0, D2 agonist 0.6, D2 antag 16, D1 antag -1, D2 PAM -18, RXFP1 ag -0.9%, D1 potentiator -1, RXFP1 antag 3 and TRHR PAM 1.
COc1ccc(S(=O)(=O)NCC(c2ccco2)N2CCOCC2)cc1OC (stereo not given) was read as D1 agonist -1, D2 agonist -1.3, D2 PAM -4, RXFP1 ag 0.6%, D1 potentiator 0 and TRHR PAM -3.
For O=[N+]([O-])c1nn(-c2ccc3c(c2)OCCO3)n(O)c1=NCCCO the results were D1 agonist 1, D2 agonist -0.1, D2 antag 4, D1 antag 19, D2 PAM 0, RXFP1 ag 0.8%, D1 potentiator -2, RXFP1 antag 10 and TRHR PAM 3.
For CC1(C)NC(=O)N(CCOCCOc2c(Cl)cc(Cl)cc2Cl)C1=O the results were D1 agonist 0, D2 agonist 0.1, D2 antag -3, D1 antag -15, D2 PAM -4, RXFP1 ag 0.4%, D1 potentiator -9, RXFP1 antag -6 and TRHR PAM 2.
`CSc1ccc(CNC(=O)Cn2ccc3cc(S(=O)(=O)N4CCCC4)ccc32)cc1` gave D1 agonist 3, D2 agonist -0.8, D1 antag -5, D2 PAM 5, RXFP1 ag 4.8%, D1 potentiator -3, RXFP1 antag -4 and TRHR PAM -4.
Screening COc1ccc(CCC(C)NC(=O)CCc2ccccc2)c(OC)c1 (stereo not given) returned D1 agonist 0, D2 agonist -0.7, D2 antag -4, D1 antag -1, D2 PAM -6, RXFP1 ag -0.1%, D1 potentiator -5, RXFP1 antag 9 and TRHR PAM -2.
Cc1ccccc1N(C(=O)CNC(=O)c1ccco1)C(C(=O)NC1CCCC1)c1ccncc1 (stereo not given) was read as D1 agonist 6, D2 agonist 0.8, D2 antag -2, D1 antag 1, D2 PAM -3, RXFP1 ag -0.3%, RXFP1 antag 12 and TRHR PAM -5.
Screening O=C(O)c1cc(NC(=O)C2CCCO2)cc(C(=O)O)c1 (stereo not given) returned D1 agonist -2, D2 agonist 0.4, D2 antag -28, D1 antag -2, D2 PAM 10, RXFP1 ag -3.1%, D1 potentiator -5, RXFP1 antag 0 and TRHR PAM 3.
COc1cccc(C2=CC(=O)C[C@H](c3ccc(Cl)cc3)C2)c1 was read as D1 agonist 5, D2 agonist 0.1, D2 antag 4, D1 antag -8, D2 PAM -5, RXFP1 ag 0.2%, D1 potentiator -4 and TRHR PAM -4.
Screening Cc1cc(C)c(C#N)c(SCC(=O)C(C)(C)C)n1 returned D1 agonist 1, D2 agonist 0.2, D2 antag -14, D1 antag 2, D2 PAM 6, RXFP1 ag -0.2%, D1 potentiator 0, RXFP1 antag -16 and TRHR PAM 2.

Among those listed so far, these have a thiophene ring, fused or not:
For Cc1ccc(C)c(N2CCN(S(=O)(=O)c3ccc(C(=O)N(C)C)s3)CC2)c1 the results were D1 agonist 0, D2 agonist 0.9, D1 antag 5, RXFP1 ag 3.1%, D1 potentiator 1 and TRHR PAM -7.
`O=C(NCCc1cccs1)c1cccs1` gave D1 agonist 1, D2 agonist -0.1, D2 antag -8, D1 antag -12, D2 PAM -3, RXFP1 ag 2.3%, D1 potentiator -5, RXFP1 antag -17 and TRHR PAM 2.

Compounds above that have a cyano group:
For CCCc1noc2c1C(c1cc(Br)ccc1F)C(C#N)=C(N)N2 (stereo not given) the results were D1 agonist 0, D1 antag 11, RXFP1 ag 3.6%, D1 potentiator 4, RXFP1 antag inconclusive and TRHR PAM 1.
Screening Cc1cc(C)c(C#N)c(SCC(=O)C(C)(C)C)n1 returned D1 agonist 1, D2 agonist 0.2, D2 antag -14, D1 antag 2, D2 PAM 6, RXFP1 ag -0.2%, D1 potentiator 0, RXFP1 antag -16 and TRHR PAM 2.

High-throughput results as filed in PubChem.

Only part of the results is shown, so the mix of outcomes need not match the whole.
